High-throughput results from PubChem BioAssay.
CHT block = inhibitors of human choline transporter CHT. Q9GZV3. CHT-expressing cells, membrane potential dye, choline response; stronger effect = lower value. B-score at 10 µM. 310,000 compounds, 0.86% hits. AID 488975;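 active = B-score over 3 SD under the library average, and starting fluorescence ratio not unusually high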;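 note: choline stimulus applied at its EC90 after an EC20 pre-addition; B-score computed on integrated fluorescence ratio after choline addition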
Target sequence (Q9GZV3 whole entry, looked up): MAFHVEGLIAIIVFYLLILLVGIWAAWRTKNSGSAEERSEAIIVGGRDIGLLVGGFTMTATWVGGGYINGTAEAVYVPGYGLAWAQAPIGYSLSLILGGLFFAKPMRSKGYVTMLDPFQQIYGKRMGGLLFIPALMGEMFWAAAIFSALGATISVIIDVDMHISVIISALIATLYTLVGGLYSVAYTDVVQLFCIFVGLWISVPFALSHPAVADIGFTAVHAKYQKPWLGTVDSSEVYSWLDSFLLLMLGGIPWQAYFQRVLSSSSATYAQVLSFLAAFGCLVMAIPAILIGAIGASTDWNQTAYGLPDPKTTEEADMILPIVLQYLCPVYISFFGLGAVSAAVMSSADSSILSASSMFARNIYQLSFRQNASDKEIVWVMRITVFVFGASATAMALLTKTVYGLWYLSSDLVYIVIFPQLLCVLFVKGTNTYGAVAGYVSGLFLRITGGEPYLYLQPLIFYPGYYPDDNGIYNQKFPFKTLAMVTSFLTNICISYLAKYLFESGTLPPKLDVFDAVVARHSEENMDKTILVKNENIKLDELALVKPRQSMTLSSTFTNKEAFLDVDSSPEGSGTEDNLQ
Kir21 block = Kir2.1 (mouse) channel inhibition. B-score at 10 µM. 310,000 compounds, 0.85% hits. HEK293-Kir2.1, FluxOR thallium flux fluorescence; stronger effect = lower value. AID 1672. P35561;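 active = fluorescence ratio B-score at or below minus 3 SD of library scores, with starting-brightness B-score within 2 SD, cut at about -4.2 in these data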;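 note: channel flux triggered by added potassium and thallium sulfate stimulus; B-score of peak minus minimum fluorescence over baseline after thallium stimulus; more negative B-score means stronger Kir2.1 block with less thallium influx; some compounds called inactive have numbers as strong as hits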
Target sequence (P35561 whole entry, looked up): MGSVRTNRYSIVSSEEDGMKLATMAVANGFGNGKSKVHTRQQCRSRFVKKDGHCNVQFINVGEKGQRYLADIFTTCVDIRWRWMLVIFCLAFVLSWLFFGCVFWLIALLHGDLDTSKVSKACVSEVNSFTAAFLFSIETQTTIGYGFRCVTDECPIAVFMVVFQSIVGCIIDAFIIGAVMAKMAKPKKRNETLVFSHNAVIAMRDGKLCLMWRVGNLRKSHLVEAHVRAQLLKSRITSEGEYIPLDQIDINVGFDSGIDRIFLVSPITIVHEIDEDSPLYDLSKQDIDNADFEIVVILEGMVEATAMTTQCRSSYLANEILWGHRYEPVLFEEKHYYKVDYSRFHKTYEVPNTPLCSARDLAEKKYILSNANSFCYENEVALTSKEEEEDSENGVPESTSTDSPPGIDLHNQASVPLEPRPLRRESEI
* marks the source's active call; other numbers are inactive results; i = inactive; nt = no result given.

SMILES	CHT block	Kir21 block
O=C(Nc1ccccc1N1CCCCC1)C1CCN(S(=O)(=O)c2cccc(C(F)(F)F)c2)CC1	i	-0.72
O=C(CC1SC(=Nc2ccccc2)N(Cc2ccccn2)C1=O)Nc1ccc(Br)cc1 (stereo unspecified)	i	1.33
C=CCn1c(-c2ccccc2[N+](=O)[O-])n[nH]c1=S	i	2.03
NC(=O)CCCn1c(C(=O)c2ccc(Cl)cc2)c2ccc(C(F)(F)F)cc2[n+]1[O-]	i	0.15
CCCCCOC(=O)Cn1c(=O)oc2ccccc21	i	-0.89
CCCOc1ccc(N2C(=O)CC(N(CCc3ccc(OC)c(OC)c3)C(=O)c3ccccc3)C2=O)cc1 (stereo unspecified)	i	-0.01
CSc1nc(N)c(C(=O)Nc2ccc([N+](=O)[O-])cc2)s1	i	1.43
CCOC(=O)COc1ccc(S(=O)(=O)N2CCN(c3ccccc3F)CC2)cc1	i	0.26
CCCn1c(/C=C/c2ccccc2)nc2ccccc21	i	-1.29
CS(=O)(=O)c1ccc2nc(NC(=O)c3cccc(Cl)c3)sc2c1	i	-0.09
NC(=O)N/N=C\c1cccs1	i	0.05
O=C(Nc1ccccc1)NC1(C(=O)NCCCN2CCOCC2)CCCCC1	i	nt
COc1ccccc1C(=O)Nc1nc2cc3c(cc2s1)OCO3	i	1.13
COc1ccccc1-n1c(C)c2c(OC)cccc(=O)c2c1C	i	-0.1
N/C(=N\OC(=O)CSc1ccccc1)c1cccc([N+](=O)[O-])c1	i	0.62

Reprinted from the part before: 2 entries; new compounds follow.
SMILES	CHT block	Kir21 block
COc1ccccc1-n1c(C)c2c(OC)cccc(=O)c2c1C	i	-0.1
N/C(=N\OC(=O)CSc1ccccc1)c1cccc([N+](=O)[O-])c1	i	0.62
Cc1ccc2cc(CN(CC3CCCO3)S(=O)(=O)c3ccc4c(c3)OCCO4)c(=O)[nH]c2c1C (stereo unspecified)	i	0.01
CN1CCN(c2nc(-c3ccccc3)c3cc(Cl)ccc3n2)CC1	i	-9.63*
CC(=O)c1cccc(N2C(=NC(=O)C(C)C)SC3CS(=O)(=O)CC32)c1 (stereo unspecified)	i	0.63
CSC1=NCCN1C(=O)c1ccc(C)cc1	i	-2.03
COC(=O)c1cccc(NC(=O)Cc2ccccc2[N+](=O)[O-])c1C	i	0.4
O=C(NN1C(=O)c2ccccc2NC1c1ccccn1)c1ccc([N+](=O)[O-])cc1 (stereo unspecified)	i	1.62
CCn1c(SCC(=O)Nc2ccc(N3CCOCC3)c(Cl)c2)nnc1-c1ccc(N)cc1	i	0.15
CC(OC(=O)c1cccc(-n2cnnn2)c1)C(=O)Nc1ccc(F)cc1Cl (stereo unspecified)	i	-1.08
COC(=O)c1ccc(C2/C(=C(\O)c3ccc4c(c3)OCCO4)C(=O)C(=O)N2CCCN(C)C)cc1 (stereo unspecified)	i	-0.21
CCc1cccc(CC)c1NC(=O)CO/N=C(\C)c1cccs1	i	-0.2
Cc1ccc(C)c(OCC(=O)Nc2cc(C(=O)O)cc(C(=O)O)c2)c1	i	-0.15
CC(=O)Nc1ccc2nc(NC(=O)C(Cl)(Cl)Cl)sc2c1	i	-0.12
Cc1nnc(SCC(=O)NC2CC2)n1CC1CCCO1 (stereo unspecified)	i	-0.34
O=C(NC1CCCc2c1cnn2-c1cc(F)cc(F)c1)c1ccncc1 (stereo unspecified)	i	-0.03
Cn1cccc1/C=C1\SC(=O)N(CC(=O)Nc2ccc(F)cc2)C1=O	i	2.45
S=c1[nH]cc(-c2ccccc2)n1-c1ccccc1	i	1.52
O=C(NC1CCCCC1)C(c1ccco1)N(C(=O)c1csnn1)c1cccc(F)c1 (stereo unspecified)	i	1.34
CCCNC(=O)c1ccc(N2CCC3(CC2)CC(c2ccccc2)=NO3)c(N)c1	i	0.01
CCN(CC)c1ccc(/C=N/O)cc1	i	-1.08
Cc1cc(=O)[nH]c(SCCCOc2ccc3c(c2)CCC3)n1	i	-0.82
CCN(CC)S(=O)(=O)c1ccc(Cl)c(NC(=O)c2cc(Cl)ccc2Cl)c1	i	-0.98
Cc1nn(C)cc1-c1n[nH]c(=S)n1-c1ccc(F)cc1	i	-0.64
CN(C)S(=O)(=O)c1ccc(C(=O)NC2CCCc3ccccc32)cc1 (stereo unspecified)	i	0.66
CC1(C)C(c2cccs2)=[N+]([O-])C2(CCCCC/C2=N\NC(N)=O)N1O (stereo unspecified)	i	0.89
CCCn1c(O)c(N=NC(=O)CNC(=O)Cc2ccc(OC)cc2)c2ccccc21	i	0.69
Cc1cccc(-c2nc3c(s2)CCc2onc(-c4ccc(Br)cc4)c2-3)c1	i	-0.81
CC(C)(C)c1ccc(OCc2ccc(C(=O)N/N=C/c3ccc(O)c(O)c3)cc2)cc1	i	0.29
CCOC(=O)C1CCN(c2cc3c(cc2NC(=O)c2ccccc2)n(C)c(=O)n3C)CC1	i	0.86
COc1cc(C)nc(N2CCC(C(N)=O)CC2)n1	i	-1.66
CN1CCN(C(=O)c2ccccc2NC(=O)c2sc3ccccc3c2Cl)CC1	i	0.27
COc1ccc(NC(=O)CCN2CCN(c3ccc(F)cc3)CC2)cc1	i	0.38
NC(=O)CN1C(=O)NC(c2ccccc2)(c2ccccc2)C1=O	i	0.2
Cc1nn(CC(=O)Nc2cccnc2)c(=O)c2ccccc12	i	-0.43
O=C(Nc1ccc(N2CCN(C(=O)c3ccccc3)CC2)cc1)c1cccnc1	i	0
O=C(CNC(=O)c1ccccc1Cl)NC1CCN(Cc2ccccc2)CC1	i	-2.32
COc1ccc(C2(C)NC(=O)N(CC(=O)Nc3ccc(-c4nc5ccc(C)cc5s4)cc3)C2=O)cc1 (stereo unspecified)	i	-0.02
CCN(CC)c1nc(-c2ccc(Cl)cc2)cc(C(F)(F)F)c1C#N	i	-0.98
COc1ccc(-c2csc(NC(=O)CN3C(=O)NC4(CCCC4)C3=O)n2)cc1	i	0.23
CC(C)COC(=O)c1cc(=O)[nH]c2ccccc12	i	0.77
CC1CCN(CCC(=O)Nc2nccs2)CC1	i	-1.38
O=S(=O)(c1ccc(F)cc1)N(CCO)CC(O)Cn1c2ccccc2c2ccccc21 (stereo unspecified)	i	0.15
COc1ccc(NC(=O)CCS(=O)(=O)c2ccc3c(c2)oc(=O)n3C)cc1OC	i	1.4
CC(C)C(=O)Nc1nc(-c2ccc(S(=O)(=O)N3CCOCC3)cc2)cs1	i	-0.08
CCN(Cc1cnn(C)c1)Cc1nc(C(c2ccccc2)c2ccccc2)no1	i	0.21
COCc1nc2sc3c(c2c(=O)[nH]1)CCCC3	i	2.62
CCc1sc(NS(C)(=O)=O)nc1-c1ccccc1	i	0.54
Cc1cc(C)cc(NS(=O)(=O)c2cc(Br)cnc2N)c1	i	0.18
CCNC(=S)NCCN1CCOCC1	i	0.42
COCCCNC(=O)C1CCN(S(=O)(=O)N(CC(C)C)CC(C)C)CC1	i	-1.6
C/C(=N\NC(=O)c1ccco1)c1ccc(-c2ccccc2)cc1	i	-0.24
CC(=O)Cc1nsc(NC(=O)c2ccc(-c3cccc(Cl)c3)o2)n1	i	1.2
CCCCCCCCOC(=O)c1c(CSC(=N)N)n(C)c2cc(Br)c(OC(C)=O)cc12	i	0.05
COC(=O)CC[C@@H](C(=O)O)N1C(=O)c2ccccc2C1=O	i	-0.8
COC(=O)c1[nH]c2ccc(C)cc2c1NC(=O)CN1CCN(c2ccccc2)CC1	i	0.04
CCN(CC(=O)Nc1ccccc1OC)C(=O)c1ccc(NS(=O)(=O)c2ccc(C(C)=O)cc2)cc1	i	0.68
O=C(NCc1ccccn1)C1CCN(S(=O)(=O)N2CCC3(CC2)OCCO3)CC1	i	3.04
COCCNC(=O)C(c1c[nH]c2ccccc12)N(C(=O)c1snc(C(N)=O)c1N)c1cccc(OC)c1 (stereo unspecified)	i	0.7
CS(=O)(=O)Nc1ccccc1C(=O)N1CCOCC1	i	0.15
Cc1nc(-c2ccccc2)cc(=O)[nH]1	i	1.11
CS(=O)(=O)Nc1ccccc1C(=O)Nc1cc(Cl)cc(Cl)c1	i	-0.09

Next section:
SMILES	CHT block	Kir21 block
COCCN1CSC(=S)N(Cc2ccco2)C1	i	-0.04
COc1ccc(CC(=O)Nc2ccc(S(=O)(=O)Nc3cc(OC)nc(OC)n3)cc2)cc1	i	1.31
CS(=O)(=O)NC1c2cccc3cccc(c23)C1Sc1nncn1/N=C/c1ccco1 (stereo unspecified)	i	0.61
O=C(COc1ccccc1)Nc1ccccc1NS(=O)(=O)c1cccs1	i	0.17
CC(=O)Nc1ccc(NC(=O)Cn2nc(C(=O)Nc3ccc(C)cc3)ccc2=O)cc1	i	-0.05
CS(=O)(=O)N1CCC(C(=O)Nc2ccc3c(c2)OCO3)CC1	i	-0.85
COCCN1C(=O)C(CC(=O)Nc2ccc(C(C)=O)cc2)SC1=Nc1ccccc1 (stereo unspecified)	i	-1.44
CCOC(=O)c1c(CSCc2ccccc2)oc2ccc(O)c(CN(C)C)c12	i	-2.78
O=C(NCc1ccccc1)C(c1ccccn1)N(C(=O)c1csnn1)c1ccccc1F (stereo unspecified)	i	2.42
Cc1cc(C)cc(NC(=O)c2ccccc2NC(=O)CCC(=O)O)c1	i	0.81
COc1ccc(S(=O)(=O)N2CCC(n3cnc4cc(C(F)(F)F)ccc43)CC2)cc1	i	-1.17
CCOCC(=O)Nc1ccc(C)c(Cl)c1	i	0.53
COc1ccc(Cl)cc1C(=O)Nc1ccc(N(C)C(C)=O)cc1	i	0
CCN(CC)C(=O)CSc1nnc(CSc2ncccn2)n1C	i	-1.5
O=C1/C(=C/c2ccc([N+](=O)[O-])cc2)C=C(c2ccccc2)N1c1ccc(O)cc1	i	1.48

Of the compounds above, these have an aryl thioether with sulfur outside any ring:
SMILES	CHT block	Kir21 block
CSc1nc(N)c(C(=O)Nc2ccc([N+](=O)[O-])cc2)s1	i	1.43
N/C(=N\OC(=O)CSc1ccccc1)c1cccc([N+](=O)[O-])c1	i	0.62
CCn1c(SCC(=O)Nc2ccc(N3CCOCC3)c(Cl)c2)nnc1-c1ccc(N)cc1	i	0.15
Cc1nnc(SCC(=O)NC2CC2)n1CC1CCCO1 (stereo unspecified)	i	-0.34
Cc1cc(=O)[nH]c(SCCCOc2ccc3c(c2)CCC3)n1	i	-0.82
CS(=O)(=O)NC1c2cccc3cccc(c23)C1Sc1nncn1/N=C/c1ccco1 (stereo unspecified)	i	0.61
CCN(CC)C(=O)CSc1nnc(CSc2ncccn2)n1C	i	-1.5

Other compounds follow.
SMILES	CHT block	Kir21 block
O=C(NCCN1CCOCC1)C1CCC(=O)N1Cc1ccc(F)cc1 (stereo unspecified)	i	0.65
C=CCOC(=O)C1=C[C@H](c2cn(C(C)=O)c3ccccc23)C[C@H](OCc2ccc(CO)cc2)O1	i	-0.17
CC(=O)Nc1cccc(NC(=O)CSc2ccc(-c3ccccn3)nn2)c1	i	-0.53
Cn1nccc1C(=O)Nc1ccc(OC(=O)c2ccnn2C)cc1	i	-0.56
COCCC(=O)N1CCC(Oc2ccc(C(=O)NCCc3cnn(C)c3)cc2)CC1	i	0.36
CCOc1ccc(/C=C/c2nc(C#N)c(NCCCOC)o2)cc1	i	0.41
COc1ccc(-c2nc(N)n(C(=O)c3ccco3)n2)cc1	i	0.73
CCOCCCNC(=O)Cn1cnc2c(cnn2-c2ccc(C)c(C)c2)c1=O	i	0.68
COc1ccc(OC)c(NC(=O)CSc2nncc(=O)n2N)c1	i	-1.03
C=CCn1c(SCC(=O)NCC2CCCO2)nc2c([nH]c3ccccc32)c1=O (stereo unspecified)	i	-1.28
CC(=O)c1ccc(NC(=S)N2CCN(S(=O)(=O)c3ccc(F)cc3)CC2)cc1	i	-0.4
CCN1CCN(C(=S)Nc2ccc3nc(N4CCN(C)CC4)cc(C)c3c2)CC1	i	-0.07
CCOC(=O)Nc1ccc2c(c1)ncn2C1CCCCC1	i	0.87
CN(CC(=O)Nc1ccccc1C(F)(F)F)C(=O)CSCc1ccccc1	i	0.04
CC1CCN(S(=O)(=O)c2c[nH]c(=O)[nH]c2=O)CC1	i	0.01

Among those listed so far, two have a cyano group:
SMILES	CHT block	Kir21 block
CCN(CC)c1nc(-c2ccc(Cl)cc2)cc(C(F)(F)F)c1C#N	i	-0.98
CCOc1ccc(/C=C/c2nc(C#N)c(NCCCOC)o2)cc1	i	0.41

Continued.
SMILES	CHT block	Kir21 block
CC(C)C(NS(=O)(=O)c1cccc2nsnc12)C(=O)Nc1nc2ccc(Cl)cc2s1 (stereo unspecified)	i	0.3
Cc1nc(NC(=O)/C=C/c2ccco2)sc1C	i	-0.16
Cc1ccc(C2=C(c3ccc([N+](=O)[O-])cc3)C(=O)OC2)cc1C	i	-0.32
C/C(Cc1ccccc1)=N\NC(=O)CNC(=O)c1cccc(Cl)c1	i	1.17
Cc1ccc(-n2nnnc2SCn2nnc3ccccc3c2=O)c(C)c1	i	-1.58
COc1ccccc1N1CCN(CC(=O)N2N=CCC2c2ccccc2)CC1 (stereo unspecified)	i	1.58
COc1ccc(S(=O)(=O)NC(N)=NCCc2ccccc2)cc1	i	0.08
CCN1C(=O)c2ccccc2S(=O)(=O)c2ccc(C(=O)NCCCN(CC(C)C)CC(C)C)cc21	i	-0.12
COc1ccccc1-n1cnc2c(c1=O)c1nc3ccccc3nc1n2-c1ccc(C)cc1	i	-0.36
O=C(CSc1nncs1)NC1CCCc2ccccc21 (stereo unspecified)	i	-0.35
CCC(C(=O)NC1CCCCCC1)n1nc(C)n2c(cc3occc32)c1=O (stereo unspecified)	i	2.56
O=C(O)CCCC(=O)NCc1ccccn1	i	1.5
CC1(C)N([O-])C(c2ccccc2)=C[N+](=O)C1(C)C	i	0.51
Cc1ccnc(N2CCC(C(=O)NCc3ccc4c(c3)OCO4)CC2)n1	i	-1
